Bioassay records: PubChem BioAssay, National Center for Advancing Translational Sciences (NCATS)
CBFb-RUNX1 inh – inhibitors of human CBF-beta and RUNX1 interaction | Q01196+Q13951 | AlphaScreen CBFb-His/RUNX1-biotin binding, biochemical | Potency, µM (top dose mostly 59.8 µM), without a hit: top-dose activity, negative = inhibition, most hits filed as inhibitors | 230,000 tested, under 10 active | AID 1477; note: % of control where 0% means no effect
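His-tagged CBF-beta and biotinylated RUNX1 (30 nM each) were premixed 20 min at room temperature, exposed to compound for 15 min, then given nickel-chelate and streptavidin AlphaScreen beads (50 ng each). After 90 min, AlphaScreen signal was read.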
Epigenetic derep – regulators of epigenetic silencing causing reporter derepression in mouse cells; murine LDR cells, GFP reporter derepression, 30 h; Potency, µM (top dose mostly 53.9 µM), for inactives: at the top dose GFP activation, actives largely listed as activators; 280,000 tested, 0.2% active; note: potency is the fitted concentration of half-maximal effect; % of control where 0% means no effect; nearly all actives have a fitted effect of over 60% in size
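Derepression of a silenced CMV-GFP reporter in murine LDR cells is scored by enumerating GFP-positive cells with a laser-scanning microplate cytometer after 30 hours of treatment at 37 C.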
GLA spleen mod – inhibitors or activators of human alpha-galactosidase in spleen homogenate; human spleen homogenate, 4MU-alpha-Gal fluorescence, 40 min; Potency, µM (top dose mostly 80 µM), without a hit: at the top dose activity change, negative = inhibition, most hits filed as inhibitors; 240,000 tested, 0.008% active; AID 2107;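 note: potency is the fitted concentration of half-maximal effect; 0% = enzyme with vehicle and -100% = no enzyme basal signal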
Target sequence (P06280 32-429 limits assumed): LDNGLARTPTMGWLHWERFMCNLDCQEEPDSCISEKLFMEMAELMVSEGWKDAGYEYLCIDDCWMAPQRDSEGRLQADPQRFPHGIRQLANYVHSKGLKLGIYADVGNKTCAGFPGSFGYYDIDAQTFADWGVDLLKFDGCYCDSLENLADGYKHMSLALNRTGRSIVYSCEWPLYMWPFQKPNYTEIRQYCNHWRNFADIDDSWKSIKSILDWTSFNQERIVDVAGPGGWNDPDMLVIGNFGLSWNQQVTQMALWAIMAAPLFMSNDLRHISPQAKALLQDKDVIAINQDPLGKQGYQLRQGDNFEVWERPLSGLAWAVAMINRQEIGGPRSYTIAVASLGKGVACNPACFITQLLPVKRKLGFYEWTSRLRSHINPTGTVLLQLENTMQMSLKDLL
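Inhibition or activation of alpha-galactosidase in human spleen homogenate is scored by 4-MU fluorescence after 40 min at 37C, pH 5.0, with 1 mM substrate. AC50s come from concentration-response fitted to the Hill equation.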
IMPase Li cell – cell-permeable IMPase inhibitors with lithium potentiation. Potency, µM (titrated, usually from 59.4 µM), for inactives: top-dose activity, negative = IMPase inhibition, usual class: inhibitors. 210,000 tested, 0.35% active. CHO-M1 cells, IP1 TR-FRET (IP-One), carbachol + lithium;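 note: IP1 builds up when IMPase is blocked and the TR-FRET signal falls; potency is the fitted concentration of half-maximal effect; plate controls were basal vehicle for no effect and high inhibitor control for full effect; nearly all actives have a fitted effect of over 50% in size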
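CHO cells stably expressing M1 receptor (2000/well, cultured 16–30 h) treated 30 min at 37C with compound plus low lithium. Cytosolic IP1 by TR-FRET (665/620 ratio and 620 channel) after 10 min lysis; AC50 by Hill fit.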
Luc counter – blocks Kinase-Glo luciferase, a counter-screen artifact; Kinase-Glo luciferase, ATP luminescence, 8 min; Potency, µM (highest dose often 38.3 µM), without a hit: top-dose activity change, negative = inhibition, actives largely listed as inhibitors; 200,000 tested, 0.28% active; note: potency is the fitted concentration of half-maximal effect; % is set by controls: 0 for no effect and ±100 for the full control effect; nearly all actives have a fitted effect of over 60% in size
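Kinase-Glo luciferase light output from ATP and luciferin was measured with 10 uM ATP, within the enzyme's linear range. Buffer: 50 mM imidazole pH 7.2, 50 mM KCl, 7 mM MgCl2, 0.01% Tween 20, 0.05% BSA; luminescence read after 8 min at ambient temperature.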
Lamin A splicing – modulators of lamin A splicing; HeLa LMNA splicing GFP/RFP minigene ratio, 48 h; Potency, µM (top dose mostly 46.1 µM), without a hit: at the top dose ratio change, negative = inhibition, usual class: inhibitors; 200,000 tested, 0.01% active; AID 1487; active = well fitted inhibition curve with a large enough effect in the signal ratio, with a control signal flat, not every such curve was filed as active; inconclusive = small, poorly fitted or top-dose-only effect, or effect the other way, or a change in a side signal; the % refers to the signal ratio; note: potency is the fitted concentration of half-maximal effect; % is set by controls: 0 for no effect and ±100 for the full control effect
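Read-out is the ratio of GFP to DsRed2 object intensity, acquired by 488 nm laser-scanning cytometry on HeLa lamin A-EGFP minigene reporter cells. Compound incubation 48 hrs at 37 °C in Opti-MEM with 2% FBS; DMSO 0.5% final.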
NPSR antag – antagonists of human neuropeptide S receptor cAMP signaling; Q6W5P4; CHO-NPSR cells, cAMP TR-FRET, antagonist mode; Potency, µM (top dose mostly 38.3 µM), for inactives: at the highest dose activity change, negative = inhibition, most hits filed as inhibitors; 220,000 tested, 1% active; AID 1461; note: potency is the fitted concentration of half-maximal effect; % is set by controls: 0 for no effect and ±100 for the full control effect; nearly all actives have a fitted effect of over 50% in size; many of its hits are not listed in these tables
Target sequence (Q6W5P4 whole entry, looked up): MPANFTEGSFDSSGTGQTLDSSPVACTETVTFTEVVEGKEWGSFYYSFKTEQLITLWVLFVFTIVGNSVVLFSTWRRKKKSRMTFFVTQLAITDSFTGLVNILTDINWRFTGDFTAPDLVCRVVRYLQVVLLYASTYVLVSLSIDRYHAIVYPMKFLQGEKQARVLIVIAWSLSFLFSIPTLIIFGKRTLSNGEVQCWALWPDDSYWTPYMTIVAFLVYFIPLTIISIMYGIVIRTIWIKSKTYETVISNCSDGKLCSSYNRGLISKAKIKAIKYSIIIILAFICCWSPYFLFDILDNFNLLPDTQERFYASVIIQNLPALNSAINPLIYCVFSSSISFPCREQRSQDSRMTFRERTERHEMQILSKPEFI
* = called active by the depositor; ? = inconclusive; nt = no result given; & = joins results of further samples; [ ] = dose if it differs, or a comment. Unless noted, calls come from the whole dose curve; as a rule, active = well fitted curve in the direction sought with a large enough effect; inconclusive = small, poorly fitted or top-dose-only effect, or another doubt; inactive = no such curve, though single readings can be large; an effect the other way counts as inactive or inconclusive. A portion of the library; count on the stated rates, not on these rows.

Below each compound: CBFb-RUNX1 inh	Epigenetic derep	GLA spleen mod	IMPase Li cell	Luc counter	Lamin A splicing	NPSR antag
- COC(=O)C(Cc1ccc(O)cc1)NC(=O)C(C)Oc1ccccc1 (centres undefined)
    6%	-1.0%	-2%	3%[38.3 µM]	2%	0%	-13%[46.1 µM]
- CC1CCN(C(=O)CSc2ccc(-c3ccc(F)cc3)nn2)CC1
    -5%	0.0%	10%	-3%[38.3 µM]	-5%	?	0%[46.1 µM]
- O=C(O)CCc1ccc(-c2ccccc2)n1NC(=O)c1ccco1
    5%	1.3%	2%	18%[38.3 µM]	1%	4%	-9%[46.1 µM]
- CCOC(=O)c1c(C)[nH]c(C)c1C(=O)COC(=O)CNC(=O)c1ccc(OCC)cc1
    -3%	-0.8%	-9%	14%[38.3 µM]	1%	15%	-11%[46.1 µM]
- O=Cc1ccccc1OCc1nnsc1Cl
    12%	0.0%	-4%	-1%	-8%	-16%[9.22 µM]	-14%
- O=C(Nc1ccccc1)C1=C[C@H](c2ccc(Br)cc2)C[C@H](OCc2ccc(CO)cc2)O1
    4%	-0.5%	-13%	8%	nt	nt	?
- Cc1ccc(-c2nc(-c3nccc4ccccc34)oc2-c2ccccc2)cc1
    13%	1.1%	6%	7%	-15%[7.66 µM]	nt	-58%
- O=C(OCC(=O)C12CC3CC(CC(C3)C1)C2)c1cccnc1
    4%	-3.4%	7%	-10%	1%	nt	6%
- Cc1ccc2nc(SCC(=O)Nc3ccc(C(N)=O)cc3)[nH]c2c1
    -13%	-3.5%	-3%	-2%	-3%	nt	5%
- CCC(=O)Nc1cc(Cl)ccc1N1CCN(C(=O)CC)CC1
    -6%	-1.8%	4%	0%[38.3 µM]	1%	9%	0%[46.1 µM]
- CCC(=O)N1c2ccccc2NC2=C(C(=O)CCC2)C1c1ccco1 (centres undefined)
    -5%	-3.8%	-4%	-3%	0%	nt	26%
- Oc1c(-c2cc(-c3ccco3)[nH]n2)ccc2ccccc12
    -5%	0.0%	-5%	16%[38.3 µM]	-2%	-9%	-28%[46.1 µM]
- Cc1onc(-c2ccccc2Cl)c1C(=O)Nc1ccc(CN2CCCC2)cc1
    -8%	0.7%	-6%	8%[38.3 µM]	1%	14%	6%[46.1 µM]
- CCCCn1c(=O)[nH]c(=O)c2c1nc(-c1ccc(OCCC)c(OCC)c1)n2CCOC
    -1%	5.6%	-3%	9%	1%	-7%[46 µM]	-41%
- Cc1ccc(NC(=O)NCC2CCN(Cc3cccc(Cl)c3)CC2)cc1Cl
    -2%	11%&2.8%	-12%	11%	-3%	nt	-24%
- COc1ccc(-n2c(Cc3cccn3C)nnc2SCC(=O)Nc2ccc(F)cc2)cc1
    -2%	-2.0%	4%	0%	5%	?	-9%
- CCN(CC)C(=O)Cn1c(=O)n(CCCC(=O)NCc2ccccc2)c(=O)c2sccc21
    -1%	-0.5%	-5%	1%	4%	-12%[46 µM]	-5%
- Cc1ccc(NC(=O)c2ccccc2N(C)S(=O)(=O)c2ccccc2)c(C)c1
    10%	0.0%	2%	12%	3%	3%	-3%
- CCN(C(=O)Cn1c(=O)oc2cc(S(=O)(=O)N3CCOCC3)ccc21)c1ccccc1
    -2%	-2.7%	2%	nt	nt	nt	7%
- Cc1ccc(-c2csc(N(CCCN3CCOCC3)C(=O)c3ccco3)n2)cc1
    -12%	4.3%	1%	4%[38.3 µM]	-2%	?	?
- CCCOc1ncnc2c1[nH]c1ccc(C)cc12
    -1%	2.8%	10%	nt	nt	nt	18%
- CCOC(=O)C[C@@H](CC(C)=O)C(=O)OCC
    9%[13.1 µM]	0.0%[10.1 µM]	-7%[17.5 µM]	nt	nt	nt	nt
- CCOC(=O)CNc1nc(Cl)nc(Nc2ccc(C)cc2)n1
    12%	0.1%	1%	nt	nt	nt	-15%
- Cc1ccc(NC(=O)CSc2cccc[n+]2[O-])c([N+](=O)[O-])c1
    -1%	0.0%	-3%	-1%	-2%	-9%[9.22 µM]	19%
- COc1ccccc1/C=C/C(=O)OCc1nc2ccccc2c(=O)[nH]1
    10%	-3.5%	2%	5%	-1%	2%[46 µM]	-6%
- CCn1c(SCC(=O)NCc2ccco2)nnc1-c1c[nH]c2ccccc12
    -2%	-0.9%	12%	26%[38.3 µM]	-2%	-6%	-9%[46.1 µM]
- COC(=O)c1ccc(CSc2nnc(C)n2N)o1
    -4%	-1.9%	-12%	-5%	-1%	?	18%
- COc1ccc(CCN2CC34C=CC(O3)C(C(=O)NCc3ccccc3Cl)C4C2=O)cc1OC (centres undefined)
    0%	0.8%	-2%	21%[38.3 µM]	-1%	8%	0%[46.1 µM]
- CCCCCCCCCCC(=O)NNC(=O)c1c(O)c2ccccc2n(CC)c1=O
    0%	-1.6%	-8%	2%	-1%	?	-9%
- Cc1cc(NC(=O)c2ccc(Cl)cc2)no1
    3%	-1.1%	-6%	8%[38.3 µM]	-2%	7%	-5%[46.1 µM]
- Cc1csc2ncc(C(=O)N(Cc3ccccc3)c3ccccn3)c(=O)n12
    11%	-0.8%	-6%	21%[38.3 µM]	1%	-7%	8%[46.1 µM]
- Cc1ccc(S(=O)(=O)/N=C/c2ccco2)cc1
    3%	-7.8%	6%	nt	nt	-2%	-1%[46.1 µM]
- CCc1nnc(NC(=O)Cn2nnc(-c3ccccc3F)n2)s1
    6%	6.7%	2%	-3%[38.3 µM]	-5%	3%	-19%[46.1 µM]
- COCc1c(C(N)=O)nnn1-c1nonc1N
    -1%	0.9%	25%	-10%[38.3 µM]	-4%	7%	-1%[46.1 µM]
- CCS(=O)(=O)c1nc(S(=O)(=O)c2ccc(C)cc2)c(NCc2ccccn2)s1
    3%	2.5%	-3%	7%	nt	nt	-10%
- N=C1C(c2ccccc2)=C(O)CN1NC(=O)c1ccccc1
    1%	3.8%	11%	-3%	-3%	nt	15%
- CCCN(CC(=O)Nc1c(C)cccc1CC)C(=O)SCC
    7%	-1.0%	-2%	26%[38.3 µM]	-4%	15%	-9%[46.1 µM]
- COc1ccc(-c2noc(CCC(=O)Nc3cc(OC)ccc3OC)n2)cc1
    1%	-6.1%	-3%	-8%[38.3 µM]	8%	?	-17%[46.1 µM]
- CCC(=O)Nc1cc(C(=O)O)ccc1Sc1ccc(C)cc1
    3%	-0.3%	-9%	2%	nt	nt	-14%
- Cc1ccc(S(=O)(=O)C(c2ccccc2)c2c(C)noc2C)cc1 (centres undefined)
    1%	3.2%	-1%	6%	2%	3%	-6%
- COc1ccccc1NC(=O)CN1CCN(c2ccc(Cl)cc2)CC1
    -5%	-1.3%	6%	5%[38.3 µM]	0%	13%	?
- Cc1cc(C(=O)Nc2ccc(S(=O)(=O)Nc3onc(C)c3C)cc2)cs1
    -5%	0.8%	-6%	-8%	3%	-2%	-5%[46.1 µM]
- Cc1ccc2cc(C#N)c(SCC(=O)N3CCCc4ccccc43)nc2c1
    1%	3.0%	-1%	?	-3%	-1%	-9%
- O=C(NC(=S)N1CCCCC1)c1cccnc1
    5%	-0.4%	5%	7%[38.3 µM]	1%	5%	-6%[46.1 µM]
- CC1CC(C)CN(C(=O)CSc2nc3ccsc3c(=O)n2Cc2ccccn2)C1 (centres undefined)
    0%	0.0%	-4%	-6%[38.3 µM]	10%	9%	?
- CCOC(=O)N/N=C1/C[C@@H](O)[C@@H](O)[C@@H]2[C@@H]3C(=O)N(C(C)(C)C)C(=O)[C@H]3CC[C@H]12
    -7%[13.1 µM]	0.0%[10.1 µM]	4%[17.5 µM]	nt	nt	nt	nt
- O=c1cc(/C=C/c2c(F)cccc2Cl)[nH]c2ccccc12
    ?	4.8%	-7%	4%	-1%	-23%	-11%
- O=C(CSc1nnc(-c2ccc(F)cc2)c2ccccc12)Nc1cccc(Cl)c1
    -6%	0.0%	-1%	12%	6%	-4%	-43%
- Cn1c(NN)nc2sc3c(c2c1=O)CC(C)(C)OC3
    3%	-2.0%	1%	17%	-10%	-7%	7%[46.1 µM]
- COc1ccc(OC)c(C2C(C#N)=C(N)Oc3cc(C)n(Cc4ccccn4)c(=O)c32)c1 (centres undefined)
    5%	-1.2%	17%	12%[38.3 µM]	-2%	3%	5%[46.1 µM]
- CCN(CC)C(=O)CSc1nc2ccccc2c(=O)n1OC
    7%	-2.9%	-4%	5%[38.3 µM]	2%	7%	4%[46.1 µM]
- CSCCC(C(=O)O)N1C(=O)c2ccc(C(=O)O)cc2C1=O (centres undefined)
    3%	-6.7%	-7%	nt	nt	4%	1%[46.1 µM]
- CC(C)(C)c1ccc(NC(=O)COC(=O)c2ccc(NS(=O)(=O)c3ccc(F)c(F)c3)cc2)cc1
    -1%	-1.1%	1%	7%	1%	?	-22%
- Cc1c(CCOC(=O)C23CC4(C)CC(C)(CC(C)(C4)C2)C3)sc[n+]1CC(=O)c1ccccc1
    1%	1.9%	4%	22%	-3%	nt	-47%
- CC(C)CC(NC(N)=O)C(=O)Nc1cccc([N+](=O)[O-])c1 (centres undefined)
    11%	-3.6%	8%	-2%	-2%	nt	1%
- CN(C)c1ccc(NC(=O)CN2CCN(CC(=O)Nc3ccc(F)cc3)CC2)cc1
    -3%	0.0%	-7%	8%	3%	-9%	-12%[46.1 µM]
- Clc1ccc(C(c2ccccc2)N2CCN(c3ccccn3)CC2)cc1 (centres undefined)
    17%	-1.3%	2%	nt	nt	nt	?
- COc1ccccc1[C@@H]1C(c2cccc(C)c2)=NN(c2ccccc2)[C@H]1C(=O)N1CCOC1=O
    ?	2.2%&0.0%	10%&3%	7%&-7%	-1%[39.9 µM]	?	-20%
- Cc1ccc(F)cc1NC(=O)Cc1nn(C)c(=O)c2ccccc12
    8%	-1.5%	12%	14%[38.3 µM]	2%	24%	3%[46.1 µM]
- O=C(O)CCCC(=O)N1CCN(C(c2ccccc2)c2ccccc2)CC1
    0%	0.0%	-6%	2%	-1%	-4%	-7%[46.1 µM]
- CCOc1ccc2c(c1)C(C)=CC(C)(C)N2
    -1%&-15%[21.7 µM]	?	8%	-1%&-8%&8%	-1%	?	nt
- O=C([C@H](Cc1ccc(O)cc1)n1cc(CCO)nn1)N1CCNCC1
    4%	0.7%	-6%	-1%	nt	nt	-26%
